S1P3 agonist: activates the human S1P3 receptor | S1P3 NFAT-BLA reporter cells, agonism, FRET ratio; relative to 1 µM S1P, basal subtracted | activation, % at 4.5 µM | 60,000 tested, 0.1% active | AID 373;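 active means activation above the screen-wide mean plus 3 SD, cut at about 4.5% in these data, passing the limit was not always enough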; further: some compounds called inactive have numbers as strong as hits
Target sequence (Q99500 whole entry, looked up): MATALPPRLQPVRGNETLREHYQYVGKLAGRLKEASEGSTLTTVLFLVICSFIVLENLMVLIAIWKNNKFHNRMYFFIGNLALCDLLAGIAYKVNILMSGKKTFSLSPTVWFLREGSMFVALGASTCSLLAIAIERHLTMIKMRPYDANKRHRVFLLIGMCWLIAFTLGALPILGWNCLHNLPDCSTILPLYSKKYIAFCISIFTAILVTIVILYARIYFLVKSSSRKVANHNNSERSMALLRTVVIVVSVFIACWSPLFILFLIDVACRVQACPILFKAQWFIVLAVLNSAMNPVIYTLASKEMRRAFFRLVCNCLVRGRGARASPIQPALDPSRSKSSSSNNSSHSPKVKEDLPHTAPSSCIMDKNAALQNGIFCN
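Measure – % activation relative to 1 µM S1P (100%), per plate · System – stable CHO line with human S1P3, Gα16, NFAT-BLA reporter · Timing – cells plated overnight, compound 4 h 37 °C, substrate 2 h RT · Technique – fluorescent BLA substrate, ex 405 nm, em 460/535 nm ratio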
D1 mod: D1 dopamine receptor (human) allosteric modulation | P21728 | AID 641 | 58,000 tested, 5.9% active | B-score at 10 µM | HEK293 D1, CRE-luciferase, dopamine EC30 potentiation; actives deviate in either direction;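 active means luminescence count or its row- and column-corrected plate score outside the 99.7% band of the plate's sample wells, on either side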
S1P1 ag-PAM: S1P1 (human) agonism or agonism potentiation. P21453. S1P1 CRE-bla cells, forskolin, beta-lactamase FRET, potentiator mode; S1P1 agonist co-added at EC20, 2 nM; 100% = saturating reference agonist, 0% = basal. activation, % at 9.5 µM. 56,000 tested, 0.57% active. AID 449;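 active means activation above a cutoff set at the mean activation of all tested compounds plus 3 SD, cut at about 54% in these data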;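 further: forskolin at 4 µM as EC80 and the EC20 agonist is SEW2871; 100% = SEW2871 at its EC100 plus forskolin at EC80; some compounds past the cut are filed as inactive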
HEK293 NFkB inh: inhibitors of the PMA/ionomycin-induced NF-kB reporter in HEK293 cells; HEK-293 NF-kB luciferase reporter, luminescence; inhibition, % at 3 µM; 62,000 tested, 0.21% active; AID 465;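 active means inhibition above the mean of all tested compounds plus 3 SD, cut at about 40% in these data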;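 further: 0% = stimulated DMSO wells and 100% = 10 µM reference inhibitor 5653914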
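Reagent: PMA plus ionomycin mix as NF-kB-activating stimulus. Assay system: NF-kB luciferase reporter HEK-293 cells. Technique: luminescence from luciferase substrate reagent. Incubation: 1 h compound pre-incubation, 16 h PMA/ionomycin at 37 °C. Benchmarks: DMSO only as uninhibited control, 10 µM reference inhibitor as full inhibition. Repeats: tested once.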
TNAP act mid DEA: human TNAP activation, intermediate phosphate acceptor. purified TNAP, CDP-star luminescence, 100 mM DEA, 30 min; hits give high values; scale: 0 levamisole-inhibited, 1 vehicle-only enzyme. activation factor at 20 µM. 64,000 tested, under 10 active. AID 813;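 active means activation factor of at least 2 at 20 µM, relative to controls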
M1 antag: blocks the rat M1 muscarinic receptor response to acetylcholine; P08482; CHO-M1 cells, Fluo-4 calcium, ACh EC80 antagonist mode; hits give low values; B-score at 10 µM; 64,000 tested, 3.4% active; AID 628;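 active means calcium fluorescence response, raw or row-and-column corrected B-score, differing from the plate sample mean either way at a set confidence level, mostly lower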
Target sequence (P08482 whole entry, looked up): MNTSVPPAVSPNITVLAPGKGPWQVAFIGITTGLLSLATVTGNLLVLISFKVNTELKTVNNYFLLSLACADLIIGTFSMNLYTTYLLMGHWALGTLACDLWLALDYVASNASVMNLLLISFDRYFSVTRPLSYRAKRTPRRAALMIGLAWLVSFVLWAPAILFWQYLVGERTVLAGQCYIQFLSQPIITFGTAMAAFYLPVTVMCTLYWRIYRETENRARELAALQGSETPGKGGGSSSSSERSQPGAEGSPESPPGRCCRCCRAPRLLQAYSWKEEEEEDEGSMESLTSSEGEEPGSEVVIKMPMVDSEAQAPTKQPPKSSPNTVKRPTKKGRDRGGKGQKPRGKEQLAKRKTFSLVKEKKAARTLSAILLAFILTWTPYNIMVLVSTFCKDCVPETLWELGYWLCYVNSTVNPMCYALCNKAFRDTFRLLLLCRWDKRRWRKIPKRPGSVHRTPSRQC
Ec RNAP inh: blocks E. coli RNA polymerase transcription; P0A8V2; fluorescence transcription assay; inhibition, %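 (tested at 10 µM)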; 62,000 tested, 0.2% active; in the data active means inhibition above about 20%;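 further: 0% = enzyme without compound and 100% = no enzyme blank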
M1 agonist: activates the M1 muscarinic receptor | CHO-M1 cells, Fluo-4 calcium fluorescence, agonist mode; hits give high values | B-score at 10 µM | 64,000 tested, 3% active | AID 626;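 active means fluorescence rise, raw or as B-score row- and column-corrected plate score, outside the 99.7% band of its plate's samples, either direction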
Jurkat viability: cytotoxicity toward Jurkat cells | Jurkat E6.1 viability, ATP luminescence, 48 h | inhibition, % at 4 µM | 56,000 tested, 1.2% active;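 active means inhibition above the mean inhibition of all tested compounds plus 3 SD, cut at about 28% in these data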
The depositor's hits bear a star; x = not tested or not shown. A portion of the library; count on the stated rates, not on these rows.

The first two compounds (preview)
SMILES	S1P3 agonist	D1 mod	S1P1 ag-PAM	HEK293 NFkB inh	TNAP act mid DEA	M1 antag	Ec RNAP inh	M1 agonist	Jurkat viability
Cn1c(O)c(C=NCCCN2CCCC2=O)c(=O)n(C)c1=O	-1.2	0.55	-4	11	1	0.72	5	0.33	-2
CCN(CC)CCCN=Cc1c(O)n(-c2cccc(C)c2C)c(=O)[nH]c1=O	-1.7	-0.87	-6	8	0.9	-0.54	4	0.61	-1

The listing (from the top)
SMILES	S1P3 agonist	D1 mod	S1P1 ag-PAM	HEK293 NFkB inh	TNAP act mid DEA	M1 antag	Ec RNAP inh	M1 agonist	Jurkat viability
Cn1c(O)c(C=NCCCN2CCCC2=O)c(=O)n(C)c1=O	-1.2	0.55	-4	11	1	0.72	5	0.33	-2
CCN(CC)CCCN=Cc1c(O)n(-c2cccc(C)c2C)c(=O)[nH]c1=O	-1.7	-0.87	-6	8	0.9	-0.54	4	0.61	-1
CN(C)c1ccc(N=Cc2c(O)n(CCC3=CCCCC3)c(=O)[nH]c2=O)cc1	-0.7	-0.48	-9	10	0.8	-1	9	7.9*	-4
CC(Oc1ccc(-c2ccccc2)cc1)C(=O)O (stereo unspecified)	-1.0	x	-1	17	0.9	-0.4	6	-0.71	-9
Cc1c(N=Cc2c(O)n(CCc3ccccc3)c(=O)[nH]c2=O)c(=O)n(-c2ccccc2)n1C	-5.2	0.082	15	x	1	-4.1*	-4	0.66	x
O=c1c2ccccc2nc(-c2ccco2)n1-c1ccccn1	-0.3	-0.019	7	-3	1	-0.17	6	-0.28	-7
CC1CCC(C(=O)NC(C(=O)N2CCC3(CC2)OCCO3)C(C)C)CC1 (stereo unspecified)	-0.6	0.079	-2	18	1	0.045	7	-0.094	-5
O=C1CCCC2C3CCCN4CCCC(CN12)C34 (stereo unspecified)	-0.7	0.62	-11	23	0.9	-0.23	6	-2.5*	2
CCOP1(=S)Oc2cc3c(cc2C(C(=O)OC)(C(F)(F)F)O1)OCO3 (stereo unspecified)	-1.1	2.8	-26	9	0.9	-0.3	-2	-0.59	5
c1ccc2c(CCNCc3ccc4c(c3)OCO4)c[nH]c2c1	-0.3	x	-8	2	0.9	x	8	x	-2
Cc1ccc(OCC(=O)N2CCN(C)CC2)c(Br)c1	-0.3	-0.92	x	-4	1	1.2	1	-0.83	-5
O=C1c2ccccc2C(=O)N1Cc1nc2ccccc2c(=O)n1-c1cccnc1	-1.7	0.82	-6	x	1.1	-1.3	-5	0.29	x
CCCC(=O)Nc1ccc(N2CCN(CC)CC2)c(Cl)c1	0.0	-2.5	-16	11	0.9	-1.1	10	-0.063	-7
O=c1[nH]c(=O)n(Cc2ccco2)c(O)c1C=NCc1ccc2c(c1)OCO2	-2.8	x	0	x	0.9	0.019	3	0.31	x
O=C(Nc1ccc2c(c1)OCO2)c1cn(Cc2ccc(F)cc2)nn1	-0.3	1.1	17	22	1	0.57	0	-1.2	1
COc1cccc(CN2CCCCC2c2cccnc2)c1 (stereo unspecified)	-1.2	0.54	14	9	1	-0.014	8	-0.13	6
CCOC(=O)c1c(-c2ccc(OC)cc2)oc2ccc(OC(=O)N(C)C)cc12	-2.5	-0.69	-31	13	0.8	0.5	-6	0.011	-4
CC(=NCCN1CCCCC1)c1c(O)n(Cc2ccccc2)c(=O)[nH]c1=O	-1.8	-0.33	8	6	0.9	-2.4*	5	0.14	11
CC(=NCCCN1CCOCC1)c1c(O)[nH]c(=O)[nH]c1=O	-0.6	-0.47	13	21	0.9	0.41	6	1.5*	9
CN(C)CC#CCOCCOCCC#N	-1.3	0.2	1	-2	1	0.44	0	0.6	-6
COc1ccccc1-n1c(O)c(C=NCCCn2ccnc2)c(=O)[nH]c1=O	-3.5	0.2	-8	x	0.9	0.66	5	0.075	x
Cc1cc(OCC(=O)NC2CCS(=O)(=O)C2)c2c3c(c(=O)oc2c1)CCC3 (stereo unspecified)	x	0.64	x	15	1	0.89	5	0.057	x
CCCCn1c(O)c(C(C)=Nc2cccc(C(=O)O)c2)c(=O)[nH]c1=O	-1.3	-0.04	13	4	0.9	-1.4	5	0.23	-3
O=C1CSC2N1CCNC21CCCCC1 (stereo unspecified)	-0.9	-0.00048	-6	6	0.9	0.52	2	0.067	2
COc1ccc(OC)c(CN2CCN(C(=O)COc3cccc(C)c3)CC2)c1	-1.3	-0.38	-7	4	0.9	-0.7	2	0.032	4

The results go on:
SMILES	S1P3 agonist	D1 mod	S1P1 ag-PAM	HEK293 NFkB inh	TNAP act mid DEA	M1 antag	Ec RNAP inh	M1 agonist	Jurkat viability
O=C(CCCC1=NS(=O)(=O)c2ccccc2N1)N1CCC2(CC1)OCCO2	0.7	x	-14	1	0.9	-0.029	2	0.044	-4
COc1ccccc1N1CCN(Cc2ccc(Br)s2)CC1	-0.9	-0.62	-23	13	1	0.82	x	0.0016	-4
O=C1C2CCCN2C(c2cccnc2)N1c1ccc(Cl)cc1 (stereo unspecified)	0.6	1.4	11	-2	1	0.2	8	-0.23	-7
CC(C)=CCC12CN3CCN(CC(C3)C1=O)C2	-0.4	x	-5	8	1	-0.18	4	0.64	-6
Cc1ccc2occ(CN3CC4CC(C3)c3cccc(=O)n3C4)c(=O)c2c1 (stereo unspecified)	0.9	-0.12	-18	17	1	-0.041	6	0.33	-1
CCN(CC)CCCN=Cc1c(O)n(Cc2ccc(F)cc2)c(=O)[nH]c1=O	0.0	-1.3	-5	-5	0.9	-0.0011	7	0.45	-3
C=CCOc1ccc(CC2C(=O)N(C)C(=O)N(C)C2=O)cc1	-0.4	0.16	x	1	1	-0.52	6	0.23	-12
CCCN1C2CCCC1CC(NC(C)=O)C2 (stereo unspecified)	-0.7	0.073	4	17	1	0.63	4	-1.1	-5
C[n+]1ccc(-c2ccncc2)cc1	-0.3	0.088	-4	2	0.9	1.5	10	-0.0059	-6
C=C(C)c1cccc(C(C)(C)NC(=O)NC2CN3CCC2CC3)c1 (stereo unspecified)	-1.2	0.036	x	32	1	x	4	x	5
CCOC(=O)C1=C(C)N(C)C2(C)CC1c1ccccc1O2 (stereo unspecified)	-0.1	-0.87	-17	0	0.9	-2.4*	6	0.86	-1
COc1cccc(N2C(=O)CC(=O)NC2=O)c1	x	0.18	x	24	0.9	-0.28	3	-1.1	x
CCOc1ccccc1-n1c(O)c(C=Nc2ccc(N(CC)CC)cc2)c(=O)[nH]c1=O	-5.3	-1.3	-7	x	0.9	-1.8	-2	8.7	x
Cc1nc2cc(-c3ccccc3)nn2c(C)c1CCC(=O)N1CCC2(CC1)OCCO2	-1.0	0.79	2	25	1	-0.53	7	-1.2	6
CC1=C(C(=O)OC(C)C)[C@]2(C(=O)N(CC(N)=O)c3ccccc32)C(C#N)=C(N)O1	-3.3	-0.065	-9	x	0.9	-0.38	8	-1.3	x
Cn1ncnc2c(=O)n(C)c(=O)nc1-2	-2.5	-6.5*	130*	99*	1	-0.042	1	-0.28	88*
CC1(C)C(c2ccccc2)=NC(c2cccnc2)=[N+]1[O-]	-0.7	2.1	x	11	1	-0.012	2	0.15	-1
O=C(C1CCN(S(=O)(=O)N2CCOCC2)CC1)N1CCC2(CC1)OCCO2	0.1	-1.4	3	8	1	0.17	-6	1.3	10
Cc1ccccc1-n1c(O)c(C=NCCN2CCOCC2)c(=O)[nH]c1=O	-0.9	-0.6	-2	0	0.9	-1	5	0.027	0
Cc1nc2c(-c3ccccc3)c(C)nn2c(C)c1CCC(=O)N1CCC2(CC1)OCCO2	-1.0	0.87	-3	11	0.9	-0.16	0	3	3
CN1C(=O)C(Cc2ccsc2)C(=O)N(C)C1=O	0.4	0.39	-12	20	1	-1.8	8	1.8	-4
CCCCOC(=O)C1=C(N)OC2=C(C(=O)CC(C)(C)C2)[C@]12C(=O)N(C)c1ccccc12	0.2	0.0076	4	10	0.9	-0.13	5	0.77	1
Cc1ccc2c(c1)CC1(CN2C)C(=O)NC(=O)N(C(C)C)C1=O (stereo unspecified)	-0.5	0.71	5	15	0.9	-0.73	7	-0.22	-4
CN1CCN(C(=O)COc2ccc3ccccc3c2Br)CC1	0.1	-0.19	x	-2	0.9	-0.34	4	0.0037	-3
COc1ccc(CCN(C)Cc2ccncc2)cc1OC	-0.4	-0.67	x	5	0.9	0.26	1	-0.058	4

Arranged by SMILES length (rising): 5 of the compounds above
SMILES	S1P3 agonist	D1 mod	S1P1 ag-PAM	HEK293 NFkB inh	TNAP act mid DEA	M1 antag	Ec RNAP inh	M1 agonist	Jurkat viability
CC(C)=CCC12CN3CCN(CC(C3)C1=O)C2	-0.4	x	-5	8	1	-0.18	4	0.64	-6
CN1CCN(C(=O)COc2ccc3ccccc3c2Br)CC1	0.1	-0.19	x	-2	0.9	-0.34	4	0.0037	-3
O=C1C2CCCN2C(c2cccnc2)N1c1ccc(Cl)cc1 (stereo unspecified)	0.6	1.4	11	-2	1	0.2	8	-0.23	-7
O=C(C1CCN(S(=O)(=O)N2CCOCC2)CC1)N1CCC2(CC1)OCCO2	0.1	-1.4	3	8	1	0.17	-6	1.3	10
CC1=C(C(=O)OC(C)C)[C@]2(C(=O)N(CC(N)=O)c3ccccc32)C(C#N)=C(N)O1	-3.3	-0.065	-9	x	0.9	-0.38	8	-1.3	x

The list goes on:
SMILES	S1P3 agonist	D1 mod	S1P1 ag-PAM	HEK293 NFkB inh	TNAP act mid DEA	M1 antag	Ec RNAP inh	M1 agonist	Jurkat viability
Cc1cccc(-n2c(CN3C(=O)c4ccccc4C3=O)nc3ccccc3c2=O)n1	-1.0	-0.012	x	15	1	0.37	3	-0.8	1
CSc1nnc(C2CCNCC2)n1C	-0.6	-0.0071	0	14	1	-0.027	6	-0.29	4
Cc1c2cnn(CC(=O)N3CCC4(CC3)OCCO4)c(=O)c2c(C)n1Cc1ccccc1	0.4	-0.12	-2	4	0.9	0.73	-2	-0.92	-2
COc1cc2c(cc1OC)C(C(=O)N1CCC3(CC1)OCCO3)C(c1ccccc1F)N(C)C2=O (stereo unspecified)	x	x	x	10	0.9	0.089	2	2.4	x
Cc1ccc(N2C(=O)NC(=O)C3(Cc4ccccc4N4CCCC43)C2=O)cc1 (stereo unspecified)	0.0	-0.13	-4	28	0.9	0.45	11	-0.74	-3
Cc1[nH]c2ccccc2c1C1=CCNCC1	0.5	-1	15	14	0.9	1.3	5	0.083	-6
COc1ccccc1CC1/C(=N/O)C2CCN1CC2 (stereo unspecified)	0.3	-2.4	-2	4	0.9	-2.6*	4	0.0037	-8
Cc1ccc(OCC(=O)NCCN2CCN(C(=O)COc3ccc(C)cc3)CC2)cc1	0.3	-2.5	-11	2	0.9	-0.64	8	-1.3	-11
CCCCn1c(N)c(C(=O)NCCN2CCOCC2)c2nc3ccccc3nc21	0.7	x	-19	10	1.2	-0.67	-8	0.43	-1

Compound activity from PubChem.
